VP16 counter = Gal4-VP16 reporter inhibition counter-screen. Drosophila S2 Gal4-VP16 UAS-luciferase, luminescence, 20 h. Potency, µM (series often up to 53.6 µM), inactives show at the top dose activity, negative = inhibition, hits mostly inhibitors. hit rate 3.5% among 310,000. AID 2546;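 also: Gal4-VP16 expression switched on by copper sulfate through the metallothionein promoter; % is scaled to controls: 0 for no effect and ±100 for the full control effect; nearly all actives have a fitted effect of over 50% in size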
MBNL1-CUG inh = inhibitors of human MBNL1 binding to CUG repeat RNA; Q9NR56; TR-FRET MBNL1-His/biotin-(CUG)12 binding, 665/545 ratio; Potency, µM (doses to about 57.5 µM), without a hit: at the highest dose activity change, negative = inhibition, actives largely listed as inhibitors; hit rate 0.036% among 280,000; active = well fitted inhibition curve with a large enough effect in the signal ratio, with a control signal flat, not every such curve was filed as active; inconclusive = small, poorly fitted or top-dose-only effect, or effect the other way, or a change in a side signal; inactive = no such curve, though single readings can be large or run the other way; the % refers to the signal ratio; also: % is scaled to controls: 0 for no effect and ±100 for the full control effect
Target sequence (Q9NR56 whole entry, looked up): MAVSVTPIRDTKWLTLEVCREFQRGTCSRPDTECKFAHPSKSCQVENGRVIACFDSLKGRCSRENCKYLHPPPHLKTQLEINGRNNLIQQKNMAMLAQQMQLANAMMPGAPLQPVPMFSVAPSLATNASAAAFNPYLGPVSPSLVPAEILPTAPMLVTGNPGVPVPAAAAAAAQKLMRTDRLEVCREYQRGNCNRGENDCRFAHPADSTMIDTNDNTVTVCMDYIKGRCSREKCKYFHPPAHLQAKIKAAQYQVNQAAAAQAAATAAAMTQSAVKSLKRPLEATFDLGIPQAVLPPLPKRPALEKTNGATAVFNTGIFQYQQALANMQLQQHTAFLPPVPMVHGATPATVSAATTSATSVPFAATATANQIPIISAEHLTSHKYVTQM
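TR-FRET between His-tagged MBNL1 and biotin-(CUG)12 RNA, detected with Tb anti-His antibody (0.055 ng/ul) and streptavidin-XL665 (5 nM), 60 min at room temperature. Compounds titrated 92 nM to 58 uM; 665/545 nm ratio normalized to buffer and complex controls.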
p53 reactivator = restores transcriptional activity of mutant p53; Potency, µM (series often up to 92.2 µM), inactives show at the highest dose activity change, positive = activation, actives largely listed as activators; AID 504706; H1299 p53-A138V BP100-luciferase reporter, luminescence, 24 h; hit rate 0.063% among 320,000; also: % of control where 0% means no effect; nearly all actives have a fitted effect of over 45% in size
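p53-null H1299 cells stably carrying temperature-sensitive p53-A138V and a BP100-luciferase reporter were pinned with compounds (4-point, 1:5 series) and held 24 hrs at 37 deg C. Luminescence was read 10 min after detection reagent.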
FLuc counter = counter-screen for miR-21 project: firefly luciferase inhibitors or activators | P08659 | hit rate 6.9% among 360,000 | AID 588342 | purified FLuc, Km substrates, luminescence inhibition | Potency, µM (series often up to 57.5 µM), without a hit: top-dose activity change, negative = inhibition, hits mostly inhibitors;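 also: plate controls were vehicle for no effect and reference inhibitor for full effect; nearly all actives have a fitted effect of over 55% in size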
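Purified P. pyralis luciferase (10nM final) with 10uM D-luciferin and 10uM ATP (Km levels) in 50mM Tris acetate pH 7.5, 10mM Mg acetate, 0.01% Tween-20, 0.05% BSA; qHTS 6-point titration, ~60 µM downward; luminescence read.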
NPC1 prom act = activates the NPC1 promoter. Huh7 NPC1 promoter luciferase reporter, 24 h. Potency, µM (doses to about 9.22 µM), inactives show at the highest dose activation, actives largely listed as activators. hit rate 2.4% among 320,000. AID 485313;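 also: % of control where 0% means no effect; nearly all actives have a fitted effect of over 60% in size; reporter is driven by a mutant NPC1 promoter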
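Huh7 cells stably carrying NPC1 promoter–luciferase, plated in Opti-MEM with 10% FBS for 2 h, were exposed to compound in DMSO for 24 h at 37 °C; luciferase reagent was added for 10 min and luminescence read.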
ELG1 genotox = induces genotoxicity in HEK293T cells with luciferase-tagged ELG1; AID 504466; Potency, µM (doses to about 46 µM), for inactives: at the top dose activity change, positive = activation, most hits filed as activators; HEK293T ELG1-luciferase reporter, luminescence, 16 h; hit rate 1.3% among 330,000; also: % of control where 0% means no effect; nearly all actives have a fitted effect of over 60% in size
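Genotoxic stress is detected as increased luminescence from luciferase-tagged ELG1 in HEK293T cells, measured with ONE-Glo after a 16 hr treatment at 37 °C.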
BRCA1 expr act = activators of BRCA1 expression; hit rate 1.1% among 380,000; AID 624202; MCF7-BRCA1-FFLuc reporter, luminescence, 48 h; response scale: scaled: vehicle 0%, 10 µM genistein 100%; Potency, µM (top dose mostly 46.1 µM), for the others: at the top dose activation, actives largely listed as activators; also: nearly all actives have a fitted effect of over 80% in size; some results filed as inactive show a strong effect at the top dose
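Activators of BRCA1 expression were detected as increased firefly luciferase luminescence in engineered MCF7 cells after 48 h compound incubation. Signals were scaled to genistein 10 microM as full activation.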
RORg inh = inhibitors of mouse ROR gamma transcriptional activity | P51450 | Drosophila S2 Gal4-RORgamma UAS-luciferase reporter, 20 h | Potency, µM (titrated, usually from 53.6 µM), inactives show at the highest dose activity change, negative = inhibition, most hits filed as inhibitors | hit rate 5.4% among 310,000 | AID 2551; also: % is scaled to controls: 0 for no effect and ±100 for the full control effect; nearly all actives have a fitted effect of over 60% in size
Target sequence (P51450 whole entry, looked up, the tested form may be a part): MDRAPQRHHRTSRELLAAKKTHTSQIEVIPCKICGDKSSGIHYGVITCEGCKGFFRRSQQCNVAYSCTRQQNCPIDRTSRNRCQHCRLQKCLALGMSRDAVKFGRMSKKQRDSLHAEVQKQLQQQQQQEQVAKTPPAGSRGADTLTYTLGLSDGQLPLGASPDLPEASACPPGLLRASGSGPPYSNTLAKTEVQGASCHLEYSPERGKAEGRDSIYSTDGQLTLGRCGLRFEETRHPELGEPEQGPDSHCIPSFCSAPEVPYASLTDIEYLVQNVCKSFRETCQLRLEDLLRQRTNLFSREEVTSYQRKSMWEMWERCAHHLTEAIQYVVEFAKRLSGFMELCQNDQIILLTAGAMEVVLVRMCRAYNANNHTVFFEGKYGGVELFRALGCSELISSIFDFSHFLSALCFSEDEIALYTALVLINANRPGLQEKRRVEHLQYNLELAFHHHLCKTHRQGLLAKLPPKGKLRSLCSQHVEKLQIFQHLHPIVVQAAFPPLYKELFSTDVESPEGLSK
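Luminescence from a UAS-regulated Photinus luciferase reporter in stably transfected Drosophila Schneider cells is measured; decreased signal marks ROR gamma inhibition. Fusion expression is induced by 700 uM copper sulfate for 20 hr.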
Rab9 prom act = Rab9 promoter activation. Huh7 Rab9 promoter-luciferase reporter, luminescence, 24 h. Potency, µM (top dose mostly 9.22 µM), inactives show at the top dose activation, negative = inhibition, usual class: activators. hit rate 2.8% among 320,000. AID 485297; also: % of control where 0% means no effect; nearly all actives have a fitted effect of over 60% in size
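Rab9 promoter-driven luciferase in stably transfected Huh7 cells; 1500 cells/well rested 2 h, exposed to compound in DMSO for 24 h at 37 °C, 5% CO2. Luminescence read 10 min after adding luciferase reagent at ambient temperature.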
uPA surface inh = inhibitors of cell surface uPA generation | Potency, µM (titrated, usually from 38.3 µM), for inactives: top-dose activity change, negative = inhibition, hits mostly inhibitors | AID 540303 | cell surface uPA generation assay, qHTS | hit rate 0.31% among 330,000; active = well fitted inhibition curve with a large enough effect; inconclusive = small, poorly fitted or top-dose-only effect; inactive = no such curve, though single readings can be large or run the other way; tested in mouse RAW 264.7 cells; also: % is scaled to controls: 0 for no effect and ±100 for the full control effect; nearly all actives have a fitted effect of over 55% in size
Active calls of the source: *; ? = inconclusive; . = not tested or not shown; [ ] = dose if it differs, or a comment. Unless noted, calls follow the shape of the dose curve; as a rule, active = well fitted curve in the direction sought with a large enough effect; inconclusive = small, poorly fitted or top-dose-only effect, or another doubt; inactive = no such curve, though single readings can be large; an effect the other way counts as inactive or inconclusive. Potency is read from the fitted curve at half-maximal effect.

canonical_smiles | VP16 counter | MBNL1-CUG inh | p53 reactivator | FLuc counter | NPC1 prom act | ELG1 genotox | BRCA1 expr act | RORg inh | Rab9 prom act | uPA surface inh
CCC(=O)c1cc2c(cc1NC(=O)c1ccccc1)OCCO2 | 2% | -3% | -1% | 2% | -10% | 0% | -9% | -3% | -4% | 4%
COc1ccc(S(N)(=O)=O)cc1C(=O)NCC1(N2CCCCC2)CCCCC1 | 6% | 3% | 5% | 5% | 1% | 1% | -12% | -12% | 0% | 11%
Cc1cccc(NC2=C(Cl)C(=O)OC2OC(=O)c2ccco2)c1 (stereo unspecified) | ? | 1% | 22% | 4% | -10% | 6% | 3% | 11µM* | -1% | -4%
CCOc1ccc(CCNC(=O)c2nnn(CC(=O)Nc3c(C)cc(C)cc3C)c2N)cc1OCC | 1% | -1% | -1% | -1% | -2% | 1%[9.26 µM] | 3% | -21% | 0% | 9%
CC(C)(C)C(=O)COC(=O)CCc1nc2ccccc2[nH]c1=O | 0% | ? | 13% | -1% | 0% | -2% | 0% | 0% | -10% | 2%
O=C(COC(=O)c1cc(Cl)ccc1[N+](=O)[O-])NCc1ccc(Cl)cc1Cl | 1% | . | -2% | 0% | 3% | 1% | -7% | 10% | 0% | -1%
CC(=O)N1CCc2cc(C(=O)CN3CCN(c4ccccn4)CC3)ccc21 | 1% | -4% | 6% | 0% | -6% | 5% | 7% | -44% | -3% | 1%
FC(F)(F)c1n[nH]c(=S)n1/N=C/c1ccco1 | 12% | ? | -7% | -3% | -2% | 1% | 5% | -14% | -2% | 2%
CCO/C(C)=C1\N=C(c2ccc(Cl)cc2)OC1=O | 1% | -8% | -6% | ? | -2% | -2% | -3% | -4% | 1% | 1%
Cc1ccc(NC(=O)Nc2ccccc2CC[N+](=O)[O-])cc1 | -3% | -7% | 16% | ? | 0% | 0% | -11% | -23% | 16% | 3%
CC(NS(=O)(=O)/C=C/c1ccccc1)c1ccccc1 (stereo unspecified) | -16% | -3% | 8% | 0% | -2% | -2% | -6% | -13% | -3% | 0%
COc1ccc(-c2cc(C)no2)cc1S(=O)(=O)NCC(C)c1ccccc1 (stereo unspecified) | 0% | 5% | 1% | -3% | -21% | -3% | -13% | 24% | 0% | 0%
O=C(NCCc1ccccc1)C(c1cccs1)N(C(=O)c1csnn1)C1CC1 (stereo unspecified) | 0% | 2% | ? | -1% | -4% | -1% | -14% | 37% | -3% | 3%
COCCNC(=O)CN(C(=O)CCC(=O)Nc1cc(C)on1)c1cccc(C)c1C | -3% | 4% | 3% | 0% | 0% | -1% | -13% | -9%[10 µM] | -6% | -2%
CCOC(=O)c1c(NC(=O)CSc2nnc(C)s2)sc2c1CCCCC2 | 8% | 4% | -5% | -9% | 19% | -5% | -28% | 2% | 14% | 1%
COC(=O)C1(C(O)C(=O)c2ccc(C)cc2C)CCCCC1 (stereo unspecified) | 0% | -11% | -9% | -2% | -3% | -7% | -24% | -33% | 0% | 6%
COc1ccc(CN2C(=O)c3cccnc3C2Nc2cc(Cl)ccc2OC)cc1 (stereo unspecified) | -3% | ? | -14% | ? | 0% | 1% | -11% | -4% | 5% | .
O=C(C1CCC(CNc2c(N3CCCCC3)c(=O)c2=O)CC1)N1CCCCC1 (stereo unspecified) | -12% | -4% | 2% | -1% | -1% | 1% | 6% | 11% | -6% | 6%
CCNc1sc(C(=O)c2cccs2)c(N)c1C#N | -4% | 33%[activator] | -1% | 1% | 0% | 0% | 16% | -4% | 3% | 1%
O=c1c2ccccc2nnn1Cc1ccccc1 | 0% | . | -1% | -6% | 0% | 2% | 17% | 26% | -2% | 10%
Cc1ccc(N2CCN(S(=O)(=O)c3ccc4oc(=O)ccc4c3)CC2)c(C)c1 | -6% | -2% | 1% | 0% | 2% | -8% | -41% | ? | -6% | 1%
CC(C)c1ccc(Nc2c([N+](=O)[O-])c(=O)n(C)c3ccccc23)cc1 | -8% | ? | -6% | ? | -1% | -7% | -26% | 19% | -4% | -5%
Cc1cc(C)cc(NC(=O)N2CCCN(Cc3c(F)cccc3Cl)CC2)c1 | -5% | -15% | -1% | -2% | -2% | -3% | -16% | 1% | -10% | 3%
O=C1C2CC=CCC2C(=O)N1c1n[nH]c(-c2ccccc2)n1 (stereo unspecified) | 8% | -6% | 5% | -6% | 9% | 0% | -1% | -17% | 9% | -3%
CCOc1cccc(CNCc2cccnc2)c1OCc1ccccc1 | -11% | -10% | -4% | 1% | 1% | -7% | -7% | -13% | 2% | 7%
Cc1cccc(N2CCN(C(=O)CC(NC(=O)c3ccccc3Cl)c3ccccc3)CC2)c1C (stereo unspecified) | -16% | -11% | 0% | 7% | -1% | -4% | -30% | ? | -10% | -4%
CC(C)c1ccc(C(O)P(=O)(OC2CCCCC2)OC2CCCCC2)cc1 (stereo unspecified) | ? | 0% | 0% | -1% | -4% | -8% | -97%[inhibitor] | 1% | -4% | -2%
COc1ccc(S(=O)(=O)N(CCCN2CCOCC2)Cc2ccc(OC)c(OC)c2)cc1 | -14% | -3% | -22% | 2% | -3% | -7% | 4% | -8% | -2% | -5%
CCc1nnc(NC(=O)Cc2sc(C)nc2-c2ccc(C)cc2)s1 | 17% | 2% | -3% | 1% | 1% | 3% | -28% | 65% | -3% | 1%
C=CCn1c(SCC(=O)Nc2ccccc2F)nc2ccccc2c1=O | 4% | 3% | . | 7% | -3% | 0% | -1% | 3% | -1% | 10%
CSC1=C(C#N)C(c2ccccc2Cl)C(C(=O)c2cccs2)C(O)(C(F)(F)F)N1 (stereo unspecified) | -12% | -16% | -12% | 4% | -5% | -5% | -24% | 6% | -2% | 0%
CNC(=S)Nc1cccc(C(C)=O)c1 | 0% | -8% | 10% | -2% | 1% | 0% | 14% | -14% | -6% | 3%
COc1ccc(C)cc1S(=O)(=O)Nc1ccc(F)c(Cl)c1 | ? | 25µM* | -3% | -1% | 7% | -2% | -27% | ? | 3% | 5%
C/C(N)=C(/C#N)C(=O)CSc1nc2ccccc2c(=O)n1Cc1ccc(F)cc1 | 3.5µM* | 8% | -3% | -3% | -3% | -9% | -28% | 2.8µM* | -4% | 9%
Cc1ccc(Cl)c(NC(=O)CSc2cccc[n+]2[O-])c1Cl | . | . | -1% | . | . | 1% | -7% | . | . | -1%
CN(C)C(CNC(=O)c1cccs1)c1ccco1 (stereo unspecified) | . | . | 12% | -1% | -1% | 4% | 1% | . | 17% | 10%
Cc1ccc(-n2nnnc2SCC(=O)c2ccc3c(c2)NC(=O)CO3)c(C)c1 | 9% | 188%[activator] | -4% | -2% | 3% | 2% | -9% | ? | -3% | .
COc1cccc(CN2CCNC(=O)C2CC(=O)N2CCCCO2)c1OC (stereo unspecified) | 3% | -3% | 3% | -3% | 2% | -5% | -16% | 6% | -3% | -10%
COc1cc(C(=O)N2CCN(C)C(C)C2)ccc1OC1CCN(C(C)=O)CC1 (stereo unspecified) | 14% | -10% | 6% | -8% | 7% | 9% | 8% | 9% | 8% | 2%
CCC(OC(=O)C(NC(=O)c1ccccc1)c1ccccc1)C(=O)Nc1cc(C)on1 (stereo unspecified) | 3% | 7% | -3% | 1% | 1% | 2% | -2% | -11% | 4% | -4%
CCOc1ccc(NC(=O)CN(C)C(=O)CCNC(=O)c2ccc(Br)cc2)cc1OCC | . | . | 6% | -3% | 5% | 8% | 19% | . | 8% | 12%
Cc1csc(NC(=O)c2cc3c(C)nn(Cc4ccccc4Cl)c3s2)n1 | ? | ? | -11% | 11µM* | -2% | -5% | -54% | ? | -4% | -2%
Cc1nc(CC(=O)NNS(=O)(=O)c2ccc(F)c(Cl)c2)cs1 | 6% | -17% | 3% | -1% | -1% | 2% | -19% | -24% | 1% | 2%
CCOc1ccc(NC(=O)CSc2nnc(CCNC(=O)c3ccc(OC)cc3)n2CC)cc1 | -8% | -9% | 11% | ? | 16% | 7% | 0% | 24% | 5% | -5%
O=C(CN1C(=O)NC2(CCCCCCC2)C1=O)Nc1ccc(Br)cc1 | . | . | -15% | . | -5% | -1% | -21% | . | -8% | ?
COc1ccccc1NC(=O)CC(=O)Nc1ccccc1OC | -5% | -2% | -4% | -25% | 0% | -1% | -30% | 29% | -11% | 1%
CCc1ccc2[nH]c(=O)c(CN(Cc3ccccc3OC)Cc3nnnn3Cc3ccco3)cc2c1 | -19% | 3% | -18% | 5% | -2% | -12% | -100% | -27% | -5% | -10%
CC1Oc2ccccc2N(CC(=O)c2ccc(F)cc2)C1=O (stereo unspecified) | 4% | -5% | 2% | -6% | 0% | -1% | 32% | ? | 26% | -3%
